# Screening data (PubChem)
# Lipid storage S3 = qHTS Assay for Lipid Storage Modulators in Drosophila S3 Cells; Drosophila S3 cells, BODIPY lipid droplet fluorescence, 18-24 h; cells fed with added oleic acid; Potency in µM for hits, for the others lipid storage change, negative = inhibition, % at the top dose, mostly 46.1 µM; hit rate 0.64% among 320,000; active means well fitted inhibition curve with a large enough effect in the signal ratio, with a control signal flat, not every such curve was filed as active; inconclusive means small, poorly fitted or top-dose-only effect, or effect the other way, or a change in a side signal; the % refers to the signal ratio
#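 Laser-scanning cytometry quantifies lipid droplet accumulation (500–530 nm total intensity; droplet/cell object ratio) in oleic acid-fed (400 uM added) Drosophila S3 cells treated with a concentration series. 20 uM Triacsin C defined 100% inhibition.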
# Lipid storage S3 cell count max = further read-out of Lipid storage S3, marked with its call; cell number change, %; measured here: cell count max response;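 cells counted by Cell Tracker Red CMTPX staining in the red channel; peak over a dose series mostly up to 46.1 µM; percent activity relative to internal control wells on each plate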
# An asterisk follows results filed as active; i = inactive; u = inconclusive; x = no result given. On the % scale 0 is the no-effect control and ±100 the full control effect; potency means the concentration at half of the fitted maximal effect. Only part of the results is shown (hit frequency here may not be typical).
# Preview, 19 compounds:
SMILES,Lipid storage S3,Lipid storage S3 cell count max
Cc1ccc(Cl)cc1NC(=O)COC(=O)CC(C)(C)C,26%,x
CC(C)[C@H](NC(=O)c1ccc(Br)cc1)C(=O)NC1CCCCC1,-20%,0
CCCn1c(SC(C)C(=O)N2CCOCC2)nc2ccc(Br)cc2c1=O (stereo unspecified),u,x
COc1cc(-c2nc(-c3ccc(NC(=O)c4ccc5c(c4)OCO5)cc3)no2)cc(OC)c1OC,u,x
COc1ccc(OC)c(C(=O)NC(CC(N)=O)c2ccc(NCCN3CCCC3)c([N+](=O)[O-])c2)c1 (stereo unspecified),-25%,13
Cc1noc(C)c1COc1cccc(C(=O)Nc2ccc(OCc3ccccc3)cc2)c1,u,x
N#Cc1c(NC(=O)c2ccc(Br)o2)n(-c2ccccc2)c2nc3ccccc3nc12,u,x
Cc1cccc(NC(=O)CSc2nnc(-c3ccncc3)n2C)c1,18%,15
CCN1CCN(S(=O)(=O)CC2(C)C3CCC2(C)C(=O)C3Br)CC1 (stereo unspecified),u,x
NNC(=O)COc1cccc2cccnc12,13%,19
CCCOc1ccc(N2C(=O)CC(N(CCc3ccc(S(N)(=O)=O)cc3)C(C)=O)C2=O)cc1 (stereo unspecified),-9%,-9
CCN(CC)CCNC(=O)C(=O)Nc1cc2c3c(c1)CCN3C(=O)CC2,u,x
CCOc1ccc(N(CC(=O)NC2CCCCC2)C(=O)CCCC(=O)Nc2ccccn2)cc1,u,x
Cc1ccc(-c2nnc3n2N=C(c2ccccc2Br)CS3)cc1,u,x
Cc1cccc(OCc2nc(-c3cccnc3)no2)c1,u,x
CCn1c(SCC(=O)Nc2nc(C)cs2)nnc1-c1cccnc1,u,x
C=CCn1ccc2c([N+](=O)[O-])cccc2c1=O,u,x
Cc1cnc(CNC(=O)c2ccc3oc(Cc4ccc(Cl)cc4)nc3c2)cn1,-23%,-8
COCCNC(=O)c1cn(Cc2c(F)cccc2Cl)nn1,u,x

# This part in full (from the top)
SMILES,Lipid storage S3,Lipid storage S3 cell count max
Cc1ccc(Cl)cc1NC(=O)COC(=O)CC(C)(C)C,26%,x
CC(C)[C@H](NC(=O)c1ccc(Br)cc1)C(=O)NC1CCCCC1,-20%,0
CCCn1c(SC(C)C(=O)N2CCOCC2)nc2ccc(Br)cc2c1=O (stereo unspecified),u,x
COc1cc(-c2nc(-c3ccc(NC(=O)c4ccc5c(c4)OCO5)cc3)no2)cc(OC)c1OC,u,x
COc1ccc(OC)c(C(=O)NC(CC(N)=O)c2ccc(NCCN3CCCC3)c([N+](=O)[O-])c2)c1 (stereo unspecified),-25%,13
Cc1noc(C)c1COc1cccc(C(=O)Nc2ccc(OCc3ccccc3)cc2)c1,u,x
N#Cc1c(NC(=O)c2ccc(Br)o2)n(-c2ccccc2)c2nc3ccccc3nc12,u,x
Cc1cccc(NC(=O)CSc2nnc(-c3ccncc3)n2C)c1,18%,15
CCN1CCN(S(=O)(=O)CC2(C)C3CCC2(C)C(=O)C3Br)CC1 (stereo unspecified),u,x
NNC(=O)COc1cccc2cccnc12,13%,19
CCCOc1ccc(N2C(=O)CC(N(CCc3ccc(S(N)(=O)=O)cc3)C(C)=O)C2=O)cc1 (stereo unspecified),-9%,-9
CCN(CC)CCNC(=O)C(=O)Nc1cc2c3c(c1)CCN3C(=O)CC2,u,x
CCOc1ccc(N(CC(=O)NC2CCCCC2)C(=O)CCCC(=O)Nc2ccccn2)cc1,u,x
Cc1ccc(-c2nnc3n2N=C(c2ccccc2Br)CS3)cc1,u,x
Cc1cccc(OCc2nc(-c3cccnc3)no2)c1,u,x
CCn1c(SCC(=O)Nc2nc(C)cs2)nnc1-c1cccnc1,u,x
C=CCn1ccc2c([N+](=O)[O-])cccc2c1=O,u,x
Cc1cnc(CNC(=O)c2ccc3oc(Cc4ccc(Cl)cc4)nc3c2)cn1,-23%,-8
COCCNC(=O)c1cn(Cc2c(F)cccc2Cl)nn1,u,x
CCNC(=S)NS(=O)(=O)c1ccc(CC)cc1,7%,-7
CCC(=O)N(NC1=NS(=O)(=O)c2ccccc21)S(=O)(=O)c1ccc(C)cc1,9%,18
O=C(CSc1nc(-c2ccccc2)c(-c2ccccc2)[nH]1)NCCN1C(=O)CSC1=O,-8%,-8
Cc1ccccc1N(Cc1cc(=O)[nH]c2ccccc12)C(=O)CCl,i,13
Cc1csc(NC(=O)C(C)Oc2ccc(Cl)cc2C)n1 (stereo unspecified),u,x
CCC(Cc1ccccc1)NS(=O)(=O)c1c(C)nc2scc(C)n2c1=O (stereo unspecified),i,13
CCOC(=O)N1CCN(C(=O)CNC(=O)Cc2ccc(Cl)cc2)CC1,u,x
COC(=O)c1ccc(CN2CCN(CC(C)C)C(CCO)C2)cc1 (stereo unspecified),-4%,19
Cc1cccc(C(=O)OCC(=O)NC(=O)NCc2ccccc2)c1,u,x
Cc1cc(/C(N)=N/OC(=O)Nc2cccc(C(F)(F)F)c2)no1,u,x
COc1ccc(CN2CCSCC2)c(OC)c1C,u,x
CCc1ccc(/C=N/NC(=O)c2cc(-c3ccccc3OC)nc3ccccc23)s1,u,x
O=C(OCc1nc2ccccc2s1)c1ccco1,-2%,7
CCOC(=O)CCn1c(=S)n(CCC(=O)OCC)c2ccccc21,2%,19
COc1ccc(C(=O)/C=C/c2ccsc2)cc1CSCC(=O)O,-11%,-14
CCCN1CCN(c2nc(-c3cccs3)nc3ccccc23)CC1,u,x
COc1ccc(C2(C(=O)N3CCOCC3)CCOCC2)cc1OC,u,x
O=C(CSc1ncn[nH]1)Nc1nsc(-c2ccccc2)n1,u,x
COc1ccccc1CN1C(=O)c2ccccc2C1C(=O)NC1CCC(C)CC1 (stereo unspecified),u,x
Cc1ccc(-c2nnc(N3CCN(C(=O)c4cccs4)CC3)c3ccccc23)cc1,u,x
COc1ccc(OCCCC(=O)Nc2ccc(S(=O)(=O)N3CCOCC3)cc2)cc1,u,x
CC(=O)Nc1cccc(NC(=O)c2ccc3c(c2)CCN3S(=O)(=O)c2ccccc2)c1,u,x
CCOC(=O)C1=C(C)N=c2s/c(=C\c3cccc(OCC(=O)O)c3)c(=O)n2C1c1ccccc1OC (stereo unspecified),u,x
Cc1ccc(C(=O)COc2nc(C)cc(C)c2C#N)cc1,i,29
O=[N+]([O-])c1cc(S(=O)(=O)Nc2cccc(C(F)(F)F)c2)ccc1-n1nnc2ccccc21,i,x
CN(Cc1cn(C)nc1-c1cccc(Cl)c1)CC1CCCCO1 (stereo unspecified),-6%,-9
COC(=O)Nc1ccc(S(=O)(=O)Nc2ccc(O)cc2)cc1,-2%,6
COc1ccccc1NC(=S)N(CCN1CCCCCC1)Cc1cccs1,0%,13
O=C(c1cc(Br)ccc1OC(F)F)N1CCN2CCCC2C1 (stereo unspecified),19%,9
CCOP(=O)(c1ccccc1)C1(C#N)CCCC1 (stereo unspecified),u,x
CC(=O)c1ccc(NC(=O)C2=CC(c3cccs3)=NS(=O)(=O)N2C)cc1,u,x
CNC(=O)CN1C(=O)C2C3C=CC(C3)C2C1=O (stereo unspecified),i,x
CCOC(=O)C1C2C=CC3(CN(Cc4cccs4)C(=O)C13)O2 (stereo unspecified),i,-16
CCN(CC)S(=O)(=O)c1cc([N+](=O)[O-])ccc1N=Nc1c(O)n(C)c2ccccc12,u,x
CSCC[C@H](NC(=O)Nc1cccc(C(F)(F)F)c1)C(=O)O,15µM*,-1.7*
COc1ccc(/C=C2\CCn3c2nc2cc(C(=O)O)ccc2c3=O)cc1,9%,-4
CC(=O)n1cc(/C=C2/N=C(c3ccccc3)OC2=O)c2ccccc21,u,x
O=C(OCc1cc(Cl)ccc1OC(F)F)c1cccnc1,8%,14
COc1ccc(N2CCN(C3CCCN(C(=O)CCN4CCCCO4)C3)CC2)cc1 (stereo unspecified),1%,1
COc1cc(NC(=O)CCS(=O)(=O)c2ccc3nc(C)sc3c2)cc(OC)c1OC,i,21
O=C(Cn1cc(C(F)(F)F)ccc1=O)Nc1ccccc1,-6%,0

# Additional compounds.
SMILES,Lipid storage S3,Lipid storage S3 cell count max
COc1ccc(C(=O)NCc2ccccc2OC)cc1,11%,-10
CCCCn1nnc(NC(=S)NC(=O)c2ccc(OCC)c([N+](=O)[O-])c2)n1,-13%,3
CCN(CC(=O)Nc1ccc(C(C)=O)cc1)CC(=O)Nc1ccccc1C(F)(F)F,u,x
COc1ccc(-n2nnnc2CNC(=O)c2ccc(S(=O)(=O)N3CCOCC3)cc2)cc1,u,x
COC(=O)CN1C(=S)N(c2ccc(Cl)cc2)C(=O)C1CC(=O)Nc1ccc(Cl)cc1 (stereo unspecified),u,x
Cc1ccc(-c2cc(C(=O)NC3=NCCS3)c3cc(Br)ccc3n2)o1,u,x
COCCCN1C(=O)c2ccc(C(=O)N3CCN(c4ccccc4OC)CC3)cc2C1=O,u,x
c1ccc(Oc2ccc3ccccc3n2)cc1,1%,13
Cc1cc(Cl)ccc1Oc1cccc(C(=O)/C(C#N)=C/N(C)C)c1,i,-18
N#Cc1ccc(C(=O)NC2CCCCCCC2)cc1,u,x
OCCNC(=S)Nc1cccc(Cl)c1Cl,-3%,2
Cc1csc(NC(=O)Nc2ccc(Cl)cc2)n1,u,x
CC(N=C1CC(C)(C)CC(=O)/C1=C(/O)CCCN1C(=O)c2ccccc2C1=O)C(=O)O (stereo unspecified),-5%,22
O=C1CCC(=O)N1CNc1cccnc1,u,x
Cc1cc(C)nc(/N=C/c2c(O)n(C)c(=O)n(C)c2=O)n1,12%,-16
COc1ccc(CC(=O)Nc2ccc(F)c(F)c2F)cc1S(=O)(=O)N1CCOCC1,15%,13
COc1cc(/C=N/Nc2nc(Nc3ccccc3)nc(N3CCOCC3)n2)ccc1OC(=O)c1ccco1,6%,-8
O=C(OCc1nnc(-c2ccccc2)o1)c1cc([N+](=O)[O-])ccc1Cl,u,x
CC(OC(=O)CCCc1nc2ccccc2s1)C(=O)NC(N)=O (stereo unspecified),u,x
COc1ccc(-c2ccc3c(N)c(C(=O)c4ccc(OC)c(OC)c4)sc3n2)cc1,u,x
CN1CCN(C(=O)c2ccccc2NC(=O)COc2ccccc2Cl)CC1,u,x
Cn1cnnc1Sc1cc(N2CCN(S(=O)(=O)c3ccccc3)CC2)ccc1[N+](=O)[O-],u,x
Cc1c(C(=O)O)cccc1-n1c(C)cc(/C=N/NC(=O)c2cc3ccccc3o2)c1C,u,x
Cn1c(SCC(=O)c2ccc3c(c2)OCO3)nnc1C1COc2ccccc2O1 (stereo unspecified),u,x
COc1ccc(Cc2nnc(NC(=O)c3ccccc3F)s2)cc1,i,x
O=c1[nH]c(CN2CCCC2)nc2sc3c(c12)CCC3,u,x
Cc1nn(-c2ccccc2)c2sc(C(=O)N(CC(=O)NC3CCCC3)Cc3ccco3)cc12,u,x
CCN1C(=O)C(CC(=O)NC2CCCCC2)N(CC)C1=O (stereo unspecified),u,x
O=C(CCSc1nc(-c2ccc3c(c2)OCO3)cc(C(F)(F)F)n1)NCc1ccco1,u,x
CCOc1ccc(C2CC(=O)NC2=O)cc1 (stereo unspecified),-14%,-4
COc1ccc(OC)c(-c2nnc(SCC(=O)N3CCOCC3)o2)c1,u,x
O=C(Cc1cccs1)N1CCN(c2cccc(Cl)c2)CC1,u,x
COc1cc(C(c2c(C)[nH][nH]c2=O)c2c(C)[nH][nH]c2=O)ccc1OC(C)C,u,x
CC1CCN(C(=O)COC(=O)C2CCN(S(=O)(=O)c3ccc4c(c3)OCCO4)CC2)CC1,13%,19
COc1ccc(NC(=O)C2c3cc(OC)c(OC)cc3C(=O)N(C)C2c2cccnc2)cc1OC (stereo unspecified),u,x
Cc1csc(=O)n1CCC(=O)OCC(=O)Nc1ccc(Cl)cn1,13%,19
CCOC(=O)Cc1csc(NC(=S)NC(=O)c2cc(OC)c(OC)c(OC)c2)n1,-7%,-1
CCCOc1ccc(Br)cc1CSC(=N)N,18µM*,-28*
C/C=C/c1ccc(OCC(O)CN2CCCCCCC2)c(OC)c1 (stereo unspecified),u,x
CC(=O)Oc1ccc(/C=C2\N=C(C3CCCCC3)OC2=O)cc1,4%,22

# Looked up above:
# Lipid storage S3, CCCOc1ccc(Br)cc1CSC(=N)N is entered as 18µM*
# Lipid storage S3 cell count max, CC1CCN(C(=O)COC(=O)C2CCN(S(=O)(=O)c3ccc4c(c3)OCCO4)CC2)CC1 is entered as 19

# Continuation:
SMILES,Lipid storage S3,Lipid storage S3 cell count max
Cc1ccc([N+](=O)[O-])cc1S(=O)(=O)N(C(=O)c1ccncc1)c1ccc2oc3c(c2c1)CCCC3,2%,-9
COC(=O)c1sccc1NC(=O)Nc1cccc([N+](=O)[O-])c1,u,x
CCOc1ccccc1N(CC(=O)Nc1c(C)n(C)n(-c2ccccc2)c1=O)S(=O)(=O)c1ccccc1,u,x
O=C(CN1CCN(C(=O)c2ccccc2F)CC1)Nc1ccc(Br)cc1,u,x
Cc1[nH]c(-c2ccc(F)cc2)cc1C(=O)N1CCN(c2ccccc2)CC1,u,x
CC1(C)C2CCC1(C)C(Nc1ccccc1)C2 (stereo unspecified),-14%,-12
CC1C(=O)N2CCCc3cc(NC(=O)C4CC4)cc1c32 (stereo unspecified),u,x
O=C1CCC(C(=O)N2CCSCC2)CN1CCc1ccccc1 (stereo unspecified),i,x
CCNC(=O)CC1C(=O)N(c2ccc(OC)cc2)C(=O)N1Cc1ccc(OC)cc1 (stereo unspecified),u,x
Cc1cccc(N(CC(=O)NCc2ccc(F)cc2)C(=O)c2csnn2)c1C,-2%,-4
CCOc1ccc(C(=O)NCC2CCCO2)cc1 (stereo unspecified),u,x
O=C(CNc1cc(S(=O)(=O)N2CCCC2)ccc1OCC(F)(F)F)Nc1cccc(C(F)(F)F)c1,u,x
CNc1nc(-c2ccccc2)nnc1C(F)(F)F,i,x
Cc1cc(Nc2nc3c(c(=O)n(C)c(=O)n3C)n2C)n(-c2ccc(Cl)cc2)n1,12%,1
